HepG2 viability: counter-screen for TGF-b inhibitors: cytotoxicity in HepG2 cells | HepG2 CAGA-GFP viability, ATP luminescence, 18 h | Potency, µM (top dose mostly 46.1 µM), without a hit: top-dose activity change, negative = cytotoxicity, usual class: cytotoxic | hit rate 0.76% among 410,000 | AID 588856; also: potency is read from the fitted curve at half-maximal effect; some results filed as inactive show a strong effect at the top dose
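CellTiter-Glo luminescence gave cytotoxicity after 18 hours at 37 degrees C. The cells were HepG2 CAGA-GFP in 1% FBS DMEM, stimulated with 500 pg/mL TGF-beta after compound addition. %Activity was normalised to no-cell wells (complete cell-killing) and DMSO (no toxicity), and curves were fitted and classified.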
TGFb SMAD3 inh: blocks TGF-b signaling; HepG2 CAGA-GFP TGF-b/SMAD3 reporter, GFP fluorescence, 18 h; TGF-beta stimulated, 500 pg/mL final; Potency, µM (highest dose often 46.1 µM), for inactives: at the top dose activity, negative = inhibition, actives largely listed as inhibitors; hit rate 1.2% among 410,000; also: potency is read from the fitted curve at half-maximal effect; % is scaled to controls: 0 for no effect and ±100 for the full control effect; nearly all actives have a fitted effect of over 65% in size
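Inhibition was scored as loss of TGF-beta-induced (500 pg/mL final, 18 hours, 37 degrees C) GFP in HEPG2 cells carrying a CAGA-GFP reporter, in DMEM with 1% FBS. Well GFP was summed per cell; Activity was normalised to unstimulated and stimulated DMSO wells, then concentration-response fitting.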
MCF10A rerep: DNA re-replication induction in MCF 10a cells; MCF 10A DNA re-replication, Hoechst nuclear intensity, 48 h; Potency, µM (top dose mostly 46.1 µM), without a hit: at the top dose activity, positive = re-replication, actives largely listed as activators; hit rate 2.9% among 350,000; AID 624296; also: potency is read from the fitted curve at half-maximal effect; % of control where 0% means no effect; nearly all actives have a fitted effect of over 50% in size
IL-1B inflam inh: inflammasome signaling inhibition, IL-1 beta readout | hit rate 4.7% among 360,000 | activity change, % at 57.5 µM | THP-1 LPS/ATP IL-1B secretion, AlphaLISA, 16 h; stronger effect = lower value; in the data active = activity change below about -50%; inconclusive = mostly about -30% to -49%; also: % is scaled to controls: 0 for no effect and ±100 for the full control effect
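THP-1 cells pretreated 1 hr with compounds (up to 57.5 uM final), then stimulated with LPS (250 ng/mL final) plus ATP (1.25 mM final); secreted IL-1B measured by AlphaLISA after 16 hr, decreased signal indicating inhibition.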
Nrf2 inh: blocks Nrf2 signaling; A549 ARE-Fluc reporter, luciferase luminescence, 18-24 h; Potency, µM (highest dose often 46 µM), for inactives: top-dose activity change, negative = inhibition, hits mostly inhibitors; hit rate 2.1% among 360,000; AID 504444; also: potency is read from the fitted curve at half-maximal effect; % is scaled to controls: 0 for no effect and ±100 for the full control effect; nearly all actives have a fitted effect of over 60% in size
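Cells were seeded and rested 2 h, then exposed to compounds for 18-24 h. CellTiter-Fluor was read first as a viability measure. BugLite was added 15 min before the final luminescent read of ARE-luciferase activity in A549 cells.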
Nrf2 activator: activators of Nrf2 (ARE) signaling; AREc32 ARE-luciferase reporter (MCF7-derived line), luminescence, 24 h; Potency, µM (doses to about 46.1 µM), inactives show at the top dose activation, hits mostly activators; hit rate 0.31% among 410,000; also: potency is read from the fitted curve at half-maximal effect; % of control where 0% means no effect; nearly all actives have a fitted effect of over 65% in size
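AREc32 cells carrying an ARE-driven firefly luciferase, 1000 cells/well in OPTI-MEM with 5% FBS, dosed after overnight attachment and incubated 24 hr at 37 deg C. Steady-Glo luminescence read after 30 min at RT.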
S2 tox: cell viability loss in ATXN counter-screen | S2 cells (HEK-293 line with an ATXN2-luciferase reporter) viability, CellTiter-Fluor protease fluorescence, 24 h | Potency, µM (doses to about 56.7 µM), hits mostly cytotoxic | hit rate 0.49% among 400,000 | AID 651635; also: potency is read from the fitted curve at half-maximal effect; nearly all actives have a fitted effect of over 40% in size
A549 tox: kills or reduces viability of A549 cells in Nrf2 counter-screen | A549 ARE-Fluc cells, CellTiter-Fluor viability, 18-24 h | Potency, µM (titrated, usually from 46 µM), for inactives: top-dose activity change, negative = cytotoxicity, usual class: inhibitors | hit rate 0.16% among 390,000 | AID 504648; also: potency is read from the fitted curve at half-maximal effect; % is scaled to controls: 0 for no effect and ±100 for the full control effect
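Cytotoxicity counterscreen: CellTiter-Fluor fluorescence was measured in A549 ARE_Fluc cells after 18-24 h of compound exposure in a concentration series. The subsequent BugLite luminescent read reports ARE-luciferase activity.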
ATXN2 expr inh: reduces ATXN2 reporter expression in HEK-293 cells. hit rate 0.72% among 360,000. Potency, µM (top dose mostly 57 µM), without a hit: at the top dose activity change, negative = inhibition, most hits filed as inhibitors. HEK-293 ATXN2-luciferase reporter, luminescence, 24 h; also: potency is read from the fitted curve at half-maximal effect; % is scaled to controls: 0 for no effect and ±100 for the full control effect; nearly all actives have a fitted effect of over 55% in size
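ATXN2-luciferase reporter cells (luciferase flanked by upstream and downstream ATXN2 gene portions) were treated 24 h at 37 °C with compounds at up to 57 uM. SteadyGlo luminescence gave expression; GF-AFC fluorescence gave viability.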
* = called active by the depositor; i = inactive; ? = inconclusive; / = no result given; [ ] = another dose, or the depositor's remark. Unless noted, calls follow the shape of the dose curve; as a rule, active = well fitted curve in the direction sought with a large enough effect; inconclusive = small, poorly fitted or top-dose-only effect, or another doubt; inactive = no such curve, though single readings can be large; an effect the other way counts as inactive or inconclusive.

SMILES	HepG2 viability	TGFb SMAD3 inh	MCF10A rerep	IL-1B inflam inh	Nrf2 inh	Nrf2 activator	S2 tox	A549 tox	ATXN2 expr inh
Cc1ccc(-c2nc(N)sc2C)cc1	-26%	?	-4%	?	0%	3.6%	/	-4%	/
Cc1ncoc1C(=O)NC1CC(C)(C)Cc2c1cnn2-c1ccc(F)cc1 (stereo unspecified)	-1%	5%	7%	12	11%	-0.8%	i	5%	0%
Cc1cc(C)c(S(=O)(=O)Nn2cnnc2)c(C)c1	11%	12%	1%	0	8%	-1.6%	i	0%	4%
Fc1ccccc1-n1[nH]nnc1=S	-9%	2%	4%	-7	-14%	3.7%	i	-18%	2%
COc1ccc(-n2c(C)nc3c(cnn3-c3ccc(C)c(C)c3)c2=O)cc1Cl	6%	7%	/	/	?	-0.9%	i	13%	9%
CCc1ccc(NC(=O)CNC(=O)Cn2ccc3ccccc3c2=O)cc1	3%	0%	-38%[inhibitor]	0	0%	-0.4%	i	-10%	-7%
O=C(Nc1ccccc1C(F)(F)F)c1ccc(F)c(S(=O)(=O)N2CCOCC2)c1	-3%	2%	-4%	10	22%	0.2%	i	3%	1%
N=c1ccn2c(n1)OC1C(O)C(CO)OC12 (stereo unspecified)	8%	7%	6%	56	0.18µM*	-0.4%	?	0%	/
COc1ccc(N2C(=O)C3CCCN3C2c2ccccc2)cc1Cl (stereo unspecified)	7%	1%	13%	10	9%	0.0%	i	12%	-1%
CCCCn1c(=O)nc2n(-c3ccccc3C)c3ccccc3cc-2c1=O	3%	?	1%	7	-13%	-0.5%	i	1%	0%
O=C(CSc1ccccc1)NNC(=O)c1ccccc1O	-30%	-20%	1%	80	6%	-0.8%	i	0%	-28%
COc1cccc(C(=O)Nc2cccc(-c3nnc(-c4ccccc4)o3)c2)c1	-13%	-3%	1%	104	?	-0.2%	i	-1%	3%
COc1ccc([C@H]2C[C@@H](O)[C@H](n3cc(COC(=O)c4ccccc4)nn3)CN2CC2CCCCC2)cc1	-99%	?	/	-22	/	-0.3%	/	/	?
COc1ccc2ccccc2c1CNC(=O)CC1C(=O)NCCN1CC(C)C (stereo unspecified)	-16%	-6%	8%	-3	2%	0.2%	i	-1%	-12%
CN(C)CCNC(=O)C(=O)NCC1OCCN1S(=O)(=O)c1cc(F)ccc1F (stereo unspecified)	0%	-28%	-5%	11	1%	-0.2%	i	1%	-9%

Only MCF10A rerep (3 entries from above):
molecule	MCF10A rerep
CCc1ccc(NC(=O)CNC(=O)Cn2ccc3ccccc3c2=O)cc1	-38%[inhibitor]
Cc1ncoc1C(=O)NC1CC(C)(C)Cc2c1cnn2-c1ccc(F)cc1 (stereo unspecified)	7%
Cc1ccc(-c2nc(N)sc2C)cc1	-4%

(more compounds)
SMILES	HepG2 viability	TGFb SMAD3 inh	MCF10A rerep	IL-1B inflam inh	Nrf2 inh	Nrf2 activator	S2 tox	A549 tox	ATXN2 expr inh
Cc1cc([N+](=O)[O-])nn1CC(=O)Nc1ccccn1	7%	8%	-11%	-3	?	0.1%	i	1%	13%[11.3 µM]
CCc1nnc(NC(=O)Cn2nc(-c3ccccc3OC)ccc2=O)s1	-8%	?	-7%	9	/	-0.6%	i	3%	-1%
COc1ccc(C=C2Cc3ccccc3C2=O)cc1	-18%	4%	/	18	/	?	i	/	49%[activator]
Fc1cccc(Nc2nc(Cl)nc(Cl)n2)c1	7%	-13%	0%	36	27%	0.7%	i	?	/
CC(Sc1ccc([N+](=O)[O-])cn1)C(=O)Nc1nccs1 (stereo unspecified)	-14%	0%	-1%	13	4%	4.9%	i	0%	-16%
CCOC(=O)CNC(=O)C1CCCN(c2ncccn2)C1 (stereo unspecified)	-14%	2%	17%	-7	2%	0.3%	i	8%	?
CCOC(=O)N1CCC(NC(=O)c2ccc3c(c2)N(Cc2ccc(C)cc2)CCS3)CC1	2%	4%	2%	24	-26%	3.1%	i	-1%	3%
N#Cc1nc(-c2ccc(Cl)cc2)oc1N1CCCCC1	-22%	-2%	?	-13	3%	3.3%	i	16%	9%
CC1=C(C)C(=O)C(N2CCOCC2)=CC1=O	-18%	-23%	-6%	13	-18%	18%	i	3%	?
O=S(=O)(NCCc1nnc2ccc(SCc3ccc(Cl)cc3Cl)nn12)c1ccccc1	1%	?	/	/	?	3.3%	/	-20%	/
CCCCN(C)C1CCN(C(=S)Nc2cccc(SC)c2)CC1	19%	-18%	15%	-20	3%	-0.6%	?	-14%	-28%
COCCCN(C(=O)C1CCC1)c1c(N)n(Cc2ccccc2)c(=O)[nH]c1=O	14%	15%	-1%	31	10%	-0.9%	i	-7%	3%
Cc1ccccc1CSc1ccc(-c2cccs2)nn1	-32%	-14%	/	/	?	10%	/	7%	/
Cc1cccc(C(=O)Nc2cccc3c2CCCC3)c1	7%	-20%	-2%	-5	-1%	0.6%	i	-3%	3%
NC(=O)c1ccc(SCC(=O)OCC(=O)NCC2CCCCC2)c([N+](=O)[O-])c1	-32%	6%	3%	22	15%	0.0%	i	6%	8%
CCOC(=O)CC1COc2ccccc2N1C(=O)c1ccc(C)cc1 (stereo unspecified)	-16%	-10%	4%	63	-22%	-0.3%	i	-2%	-12%
CCN1C(=O)[C@@H]2[C@@H](c3ccc(-c4ccc(OC)cc4)c(OC)c3)N3CCC[C@@]3(C(=O)OC)[C@@H]2C1=O	4%	?	8%	-7	-7%	2.9%	i	-3%	5%
Cc1nnc(N/N=C\c2ccc(-c3ccccc3[N+](=O)[O-])o2)n1N	-106%	8.9µM*	?	103	6%	-4.2%	i	-11%	7%
Cc1cccc(N/N=C(\C#N)S(=O)(=O)C(C)(C)C)c1	-2%	-1%	2%	21	?	-0.5%	i	?	-9%
CCCCc1nc2ccccc2c(NC(=O)CN2CCCC2)c1CCC	-2%	2%	-2%	-13	1%	-0.7%	?	-3%	-16%
Cc1cc(NC(=O)CSc2nnc(-c3cccc(Cl)c3)o2)no1	-22%	-17%	3%	0	1%	0.0%	i	0%	-4%
CC(=O)Nc1cccc(-n2nnc(SCC(=O)N(C)c3ccccc3)n2)c1	11%	-4%	2%	27	-7%	2.6%	i	-11%	-5%
COc1ccc(N2CC(NC(=O)C(=O)c3c[nH]c4ccccc34)CC2=O)cc1 (stereo unspecified)	13%	-15%	/	/	/	0.5%	/	-4%	/
Cc1ccccc1-c1noc(-c2ccccc2OCC(=O)Nc2cccc([N+](=O)[O-])c2)n1	9%	-7%	/	/	0%	2.4%	i	6%	6%
CCc1ccc2c(c1)C1(SC(NC(C)=O)=NN1C(C)=O)C(=O)N2CC (stereo unspecified)	11%	-16%	6%	-14	-10%	-0.5%	?	-4%	-16%
N#Cc1ccc(-c2nc3c4ccccc4ccn3c2Cc2ccsc2)cc1	/	/	/	0	/	19%	?	/	21%
CC1CCc2c(C(=O)NCC3CCCO3)csc2C1 (stereo unspecified)	1%	-17%	1%	-13	13%	2.7%	i	-5%	30%[activator]
COc1ccc(-c2nc(SCC(=O)N3CCCCC3C)n[nH]2)cc1 (stereo unspecified)	0%	-5%	/	/	/	0.7%	/	-12%	/
CCOC(=O)Cn1c(=O)n(C2CCCCC2)c2nc(-c3cccc(OC)c3)nc(C(N)=O)c21	-21%	1%	/	/	/	-0.3%	i	-3%	-2%
O=C(Nc1ccccc1)OCCCc1ccccc1	-8%	-13%	17%	-20	?	4.2%	i	13%	35%
CNC(=O)c1sccc1SCc1c(Cl)cccc1Cl	-17%	?	-2%	-4	-13%	4.5%	i	0%	0%
Cc1nn(C(C)C(=O)O)c2ccccc12 (stereo unspecified)	-11%	-3%	?	24	5%	-0.5%	i	5%	6%
COc1ccc(-c2cc(C(=O)NNC(=O)c3csc(N4CCOCC4)n3)c3ccccc3n2)cc1	15%	1%	?	-15	-9%	2.7%	i	-8%	-13%
NC(=NC(=O)c1ccccc1)N1CCOCC1	9%	-1%	-6%	0	10%	0.1%	i	-5%	15%
COc1ccc(NC(=O)c2[nH]c(C)c(C(C)=O)c2C)cc1	-1%	12%	-6%	20	?	8.6%	i	4%	58%[activator]
CC(=O)N1CCC(=NNc2nc3ccccc3[nH]2)CC1	-11%	-9%	14%	29	-4%	2.8%	i	-12%	18%
COc1cc(C)c(NC(=O)COc2cccc3c2OC(C)(C)C3)cc1OC	-23%	-18%	?	37	?	2.4%	?	-13%	?
CCC(c1nnnn1CC1CCCO1)N(CCCO)Cc1cc2cccc(C)c2[nH]c1=O (stereo unspecified)	0%	-15%	-1%	25	7%	3.1%	i	3%	-3%
CCOP(=O)(OCC)C(NC(=O)Nc1cccc(Cl)c1)c1ccccc1 (stereo unspecified)	2%	16%	?	-25	18%	2.1%	i	11%	-13%
Cc1ccc2onc(CC(=O)Nc3ccc(C(C)C)cc3)c2c1	-11%	-15%	/	/	?	0.0%	i	1%	6%
CCN(CC)C(=O)[C@H]1C[C@H](CC(=O)NCc2cccc(C(F)(F)F)c2)C(=O)N2CCc3c([nH]c4ccc(Cl)cc34)[C@]12C	13µM*	10µM*	?	-54*	?	-3.2%	?	?	?
O=c1/c(=C\c2ccc(O)cc2)sc2nc(-c3ccccc3)c(-c3ccccc3)n12	-7%	-6%	10%	-57*	-8%	4.0%	i	1%	-12%
O=C(Nc1ccc([N+](=O)[O-])cc1NC(=O)c1ccccc1)c1ccccc1	1%	-7%	12%	-3	-5%	-2.3%	i	0%	-7%
